Screens from PubChem.
SENP7 block = SENP7 protease inhibition. Q9BQF6. AID 434973. 1.5% of 330,000 active. inhibition, % at 5 µM. recombinant SENP7, Z-RLRGG-aminoluciferin luminescence, 40 min;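 active = inhibition above about 50% at the single test dose, limit read from the data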;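 note: plate controls were DMSO with enzyme for no effect and no enzyme buffer wells for full effect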
UBC13 inh = human UBC13 polyubiquitination inhibition | UBC13 polyubiquitin chain formation, TR-FRET | 0.47% of 330,000 active | inhibition, % at 20 µM | AID 485273 | P61088; in the data active = inhibition above about 45%, passing the limit was not always enough
SENP8 block = SENP8 protease inhibition. Q96LD8. purified SENP8, Z-RLRGG-aminoluciferin cleavage, luminescence. inhibition, % at 10 µM. 1.2% of 330,000 active
Gli-Sufu antag = Gli-Sufu pathway antagonism | Sufu-KO-LIGHT fibroblasts, Gli luciferase reporter luminescence | inhibition, % at 5 µM | 0.74% of 340,000 active;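 active = inhibition above about 55%, limit read from the data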;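 note: 0% = DMSO-treated cells and 100% = wells with medium but no cells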
HKDC1 inh = inhibitors of human hexokinase HKDC1; Q2TB90; recombinant HKDC1, G6PDH/diaphorase resazurin coupled fluorescence; inhibition, % at 20 µM; 0.16% of 340,000 active; AID 493160;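 active = inhibition above about 35% when tested at 20 µM, limit read from the data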;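 note: plate controls were DMSO wells with enzyme for no effect and DMSO wells lacking enzyme for full effect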
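Assay system: recombinant HKDC1 hexokinase; detection: coupled resazurin fluorescence, excitation 525 nm, emission 613 nm; benchmarks: DMSO-plus-enzyme-mix negative control, buffer-substituted positive control; compound dosing: single 20 µM dose; schedule: 90 min at room temperature in dark; also added: glucose plus 1 mM ATP as hexokinase substrates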
697 NFkB inh = lowers PMA/ionomycin-induced NF-kB signal in 697 B cells; 697 B-cell NF-kB luciferase reporter, 16 h; 0.33% of 330,000 active; inhibition, % at 4 µM; AID 435022; in the data active = inhibition above about 35%
Jurkat NFkB inh = lowers PMA/ionomycin-induced NF-kB signal in Jurkat cells; PMA/ionomycin-induced NF-kB luciferase reporter, luminescence; inhibition, % at 4 µM; 0.53% of 330,000 active
Apaf-1 inh = blocks human Apaf-1 apoptosome activity; AID 489030; reconstituted apoptosome caspase-3 activity, DEVD-Rh110 fluorescence; O14727; 0.71% of 330,000 active; inhibition, % at 20 µM; active = inhibition of at least 40% at 20 µM;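 note: plate controls were DMSO wells for no effect and DEVD-CHO caspase inhibitor wells for full effect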
Target sequence (O14727 whole entry, looked up): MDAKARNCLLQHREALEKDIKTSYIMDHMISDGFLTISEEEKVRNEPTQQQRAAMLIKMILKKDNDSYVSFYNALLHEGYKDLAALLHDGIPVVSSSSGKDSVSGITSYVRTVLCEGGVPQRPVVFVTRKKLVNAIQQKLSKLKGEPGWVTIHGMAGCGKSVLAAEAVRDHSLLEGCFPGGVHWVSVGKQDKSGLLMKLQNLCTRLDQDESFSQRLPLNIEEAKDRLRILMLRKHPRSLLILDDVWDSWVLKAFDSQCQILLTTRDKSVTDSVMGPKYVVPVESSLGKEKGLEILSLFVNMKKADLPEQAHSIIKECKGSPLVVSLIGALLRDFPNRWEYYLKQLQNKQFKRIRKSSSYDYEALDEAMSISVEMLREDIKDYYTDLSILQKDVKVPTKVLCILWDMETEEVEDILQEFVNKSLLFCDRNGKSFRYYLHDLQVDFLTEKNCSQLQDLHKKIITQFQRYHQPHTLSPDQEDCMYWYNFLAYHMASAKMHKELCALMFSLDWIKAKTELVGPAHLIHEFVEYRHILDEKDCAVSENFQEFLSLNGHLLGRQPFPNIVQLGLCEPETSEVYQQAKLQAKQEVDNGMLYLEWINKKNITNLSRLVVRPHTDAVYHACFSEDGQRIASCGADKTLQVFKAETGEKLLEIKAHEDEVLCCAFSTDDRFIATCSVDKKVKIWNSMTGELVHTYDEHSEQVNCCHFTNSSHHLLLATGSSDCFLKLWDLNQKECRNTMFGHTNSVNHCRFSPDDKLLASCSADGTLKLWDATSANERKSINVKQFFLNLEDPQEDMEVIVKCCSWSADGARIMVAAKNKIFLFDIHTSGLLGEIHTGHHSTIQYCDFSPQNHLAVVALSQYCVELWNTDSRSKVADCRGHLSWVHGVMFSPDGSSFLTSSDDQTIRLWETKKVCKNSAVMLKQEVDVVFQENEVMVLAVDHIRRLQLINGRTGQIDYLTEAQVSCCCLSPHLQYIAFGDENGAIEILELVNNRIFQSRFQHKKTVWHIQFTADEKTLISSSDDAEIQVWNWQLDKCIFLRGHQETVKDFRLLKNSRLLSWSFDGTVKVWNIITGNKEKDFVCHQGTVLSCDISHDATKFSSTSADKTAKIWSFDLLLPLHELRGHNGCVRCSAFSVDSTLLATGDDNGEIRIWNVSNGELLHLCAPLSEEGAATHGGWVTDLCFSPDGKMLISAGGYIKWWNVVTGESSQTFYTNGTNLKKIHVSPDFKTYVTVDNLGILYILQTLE
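Assay system – apoptosome proteins · Medium – Hepes buffer, pH 7.5 · Also added – cytochrome c with DEVD-Rh110 · Timing – 30 min compound preincubation, 50 min activation, room temperature · Detection – Rh110 fluorescence, excitation 480 nm, emission 540 nm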
Active calls of the source: *; / = no result given. Cut-off read from the data, not from the text of the source, unless noted: active = inhibition above about 50%; inactive = the rest.

Preview (7 entries):
SMILES	SENP7 block	UBC13 inh	SENP8 block	Gli-Sufu antag	HKDC1 inh	697 NFkB inh	Jurkat NFkB inh	Apaf-1 inh
COc1ccc(C(=O)NC(=S)N2CCOCC2)cc1Br	-4	-5	6	-4	-3	-1	6	2
COc1ccc(/C=C/C(=O)OCC(=O)NCCC2=CCCCC2)cc1S(=O)(=O)N1CCOCC1	0	-18	-15	2	-3	2	4	-2
CC(C)COC(=O)Nc1nnc(SCCOc2ccccc2)s1	0	2	-2	10	-3	24	-4	6
COc1ccc(OCC(=O)NNC(=O)C2CCN(c3ncnc4sc(C)c(C)c34)CC2)cc1	-3	3	-14	-23	6	-1	-5	20
CCc1ccc(-c2nc(CN3CCC(C(=O)NCc4ccc(F)cc4)CC3)c(C)o2)cc1	-3	19	0	93*	-1	9	5	17
Cc1ccc2nc(Cn3cc(C(F)(F)F)ccc3=O)cc(=O)n2c1	4	20	-3	-15	-1	-8	19	0
COCCN(C)Cc1nc(C(c2ccccc2)c2ccccc2)no1	-3	-14	6	3	-3	-14	1	2

Main list, from the start:
SMILES	SENP7 block	UBC13 inh	SENP8 block	Gli-Sufu antag	HKDC1 inh	697 NFkB inh	Jurkat NFkB inh	Apaf-1 inh
COc1ccc(C(=O)NC(=S)N2CCOCC2)cc1Br	-4	-5	6	-4	-3	-1	6	2
COc1ccc(/C=C/C(=O)OCC(=O)NCCC2=CCCCC2)cc1S(=O)(=O)N1CCOCC1	0	-18	-15	2	-3	2	4	-2
CC(C)COC(=O)Nc1nnc(SCCOc2ccccc2)s1	0	2	-2	10	-3	24	-4	6
COc1ccc(OCC(=O)NNC(=O)C2CCN(c3ncnc4sc(C)c(C)c34)CC2)cc1	-3	3	-14	-23	6	-1	-5	20
CCc1ccc(-c2nc(CN3CCC(C(=O)NCc4ccc(F)cc4)CC3)c(C)o2)cc1	-3	19	0	93*	-1	9	5	17
Cc1ccc2nc(Cn3cc(C(F)(F)F)ccc3=O)cc(=O)n2c1	4	20	-3	-15	-1	-8	19	0
COCCN(C)Cc1nc(C(c2ccccc2)c2ccccc2)no1	-3	-14	6	3	-3	-14	1	2
O=C(NCCc1ccccc1)C1CCN(S(=O)(=O)c2ccc(-n3cnnn3)cc2)CC1	-1	2	-6	7	-8	16	0	-4
COC(=O)/C(=C1/Oc2cc3c(cc2S1)OCO3)C(F)(F)F	-10	-13	-10	-56	-11	-122	-56	-30
CC1(C)Cc2nc3oc4c(NCc5ccccc5)ncnc4c3cc2CO1	0	9	-8	-4	8	23	1	3
CC(=O)c1ccc(S(=O)(=O)N2CCC(NC(=O)Nc3cccc(F)c3)CC2)cc1	3	-4	9	-8	-2	12	-8	-6
Nc1c(-c2ccccc2)c(CN2CCOCC2)nn1-c1ccccc1	1	2	-5	-11	-10	-10	4	-5
Cc1c(C#N)c2ncn(CC#N)c(=O)c2n1-c1ccccc1	17	1	-3	4	-6	-2	4	-2
O=C(CN1CCCCCCC1)N/N=C/c1ccccc1F	-6	4	0	3	-7	-5	-1	-2
Cc1cc(C(=O)N/N=C\c2cc(C(C)(C)C)c(O)c(C(C)(C)C)c2)n[nH]1	-2	-5	-2	15	0	-6	4	11
Brc1ccccc1-c1nnc(COc2ncnc3ccccc23)o1	-6	-20	-10	-4	1	-36	-30	-8
Clc1cc(Cl)cc(C2=NCCC(c3ccccc3)O2)c1 (centres undefined)	-3	42	-2	/	/	3	-2	35
CC1(C)Oc2ccc3ccc(=O)oc3c2C(N2CCCCC2)C1O (centres undefined)	-4	4	-12	-2	5	6	-7	5
Cc1ccc(-c2ccc(CCC(=O)O)n2-c2ccc(O)cc2)cc1	10	-3	-3	-9	4	-3	-8	4
C=C(C)COc1ccc(-c2nc(N)ncc2-c2ccc(Cl)cc2)c(O)c1	-10	1	-20	2	-1	-17	0	35
CO/N=C/c1c(-c2ccccc2)nn(C)c1Cl	-3	-10	1	4	-3	-2	-13	-4
CC(C)(Cc1ccc(O)cc1)NC(=O)CC(=O)N=Nc1c(O)[nH]c2cc(Br)ccc12	5	-13	-7	6	-4	12	-8	5
Cn1c(N)c(C(=O)c2cc(-c3ccncc3)nc3ccccc23)c(=O)n(C)c1=O	-1	1	0	33	-2	-18	-13	-10
c1ccc2nc(-c3ccc(-n4ccnc4)cc3)ccc2c1	72*	-5	61*	-81	-3	-192	-96	12
O=C(COC(=O)Cc1ccc(F)cc1)NCCc1ccccc1	-14	-6	-15	-14	-2	-8	5	2
COc1cc2cc(CCCOC(=O)c3cc(OC)c(OC)c(OC)c3)oc(=O)c2cc1OC	2	6	3	-6	-2	10	6	5
O=C(NNC(=S)NCc1ccccc1)c1ccc2c(c1)OCO2	13	1	-4	-9	5	13	5	-2
COc1cccc(NC(=O)C(C)OC(=O)c2n[nH]c3ccccc23)c1 (centres undefined)	-3	-7	-13	-8	-3	0	-31	20
CCn1ccnc1CN(C)C(=O)CCc1nnc(CCC2CCCCC2)o1	0	8	5	-3	-5	-1	-10	-7
Cc1[nH]c2ccc(C(=O)NCc3ccccn3)cc2c1C	1	0	0	-13	1	-13	-1	-2
O=C(COc1ccc2ccccc2c1)NNC(=O)Cc1cccc2ccccc12	3	6	-5	0	6	21	8	-1
CC(=O)Nc1ccccc1C(=O)N1CCN(Cc2ccccc2)CC1	3	3	3	-13	-3	20	14	-6
CCOc1ccccc1NC(=O)Cn1cnc2c(cnn2-c2ccc(C)c(C)c2)c1=O	2	12	-2	17	-2	11	14	17
Nc1ccc2cn[nH]c2c1	5	-16	7	-4	9	-9	1	52*
COc1cccc(C(=O)Nc2ccc(NC(=O)C3C4C=CC(C4)C3C(=O)O)cc2)c1 (centres undefined)	-9	0	-16	-8	-7	-24	-13	3
O=C(CN1C(=O)NC2(CCc3ccccc32)C1=O)Nc1cc(C(F)(F)F)ccc1N1CCOCC1 (centres undefined)	2	7	0	13	0	-10	5	14
O=C(c1ccsc1)N1CCN(C(=O)c2cccs2)CC1	-5	1	-10	6	-2	-8	0	5
O=C1NC2(CCCC2)C(=O)N1CC(=O)N(Cc1ccccc1)c1ccccc1	15	-7	-5	-7	-6	-3	5	1
Cc1ccccc1C(=O)N1CCC(C(=O)Nc2ccc(S(=O)(=O)N3CCOCC3)cc2)CC1	-4	5	6	4	-2	11	-4	-4
COc1ccc(NC(=O)C2CCCN(S(=O)(=O)c3ccc4c(c3)CCCN4C(C)=O)C2)cc1Cl (centres undefined)	3	4	6	15	6	11	16	19

One compound at a time (already shown). Values in the order: SENP7 block | UBC13 inh | SENP8 block | Gli-Sufu antag | HKDC1 inh | 697 NFkB inh | Jurkat NFkB inh | Apaf-1 inh
`Brc1ccccc1-c1nnc(COc2ncnc3ccccc23)o1` across the screens: -6 | -20 | -10 | -4 | 1 | -36 | -30 | -8
`Nc1ccc2cn[nH]c2c1` across the screens: 5 | -16 | 7 | -4 | 9 | -9 | 1 | 52*

Continued.
SMILES	SENP7 block	UBC13 inh	SENP8 block	Gli-Sufu antag	HKDC1 inh	697 NFkB inh	Jurkat NFkB inh	Apaf-1 inh
O=C(Oc1ccc(-c2cnc3ccccc3n2)cc1)c1ccc(Br)o1	75*	2	42	-109	-4	-178	-98	-3
Cc1cccc(C)c1NC(=O)CN(C)C(=O)CCC(=O)c1ccccc1	8	-16	-1	-2	-3	7	-8	-7
CN(CC(=O)Nc1ccc(Cl)c(C(F)(F)F)c1)C(=O)c1cc(-c2ccncc2)nc2ccccc12	1	1	2	13	2	6	6	35
Oc1[nH]c2ccc(Br)cc2c1N=Nc1nn[nH]n1	2	8	-5	4	5	6	18	-12
CC(C)CCn1cnc2c(cnn2-c2ccc(Cl)cc2)c1=O	0	3	-2	15	-5	-16	6	-1
CC(=O)Nc1ccc(C2=NNC(=Nc3cccc(S(=O)(=O)N(C)C)c3)SC2)cc1	-1	16	-4	-6	-284	19	14	-1
CCOC(=O)C1(Cc2ccccc2)CCN(C2Cc3ccccc3C2)CC1	11	0	6	25	7	9	-1	-2
C[C@H](NC(=O)c1ccco1)C(=O)Nc1ccc2c(c1)OCO2	10	-1	-1	0	-10	-7	1	21
CCC(C)C1Nc2ccc(C(=O)NCCc3ccc(OC)c(OC)c3)cc2NC1=O (centres undefined)	-1	0	1	31	-3	21	-3	-4
CCOc1cc(C(=O)Nc2cc3c(cc2N2CCCC2)n(C)c(=O)n3C)cc(OCC)c1OCC	-12	-2	-8	50	3	-2	1	7
CCCCn1c(N)c(N(CC(C)C)C(=O)CC(NC(=O)c2ccccc2)c2ccccc2)c(=O)[nH]c1=O (centres undefined)	1	-1	3	-7	-6	6	4	4
CCOC(=O)CC1COCCN1Cc1cn[nH]c1-c1cc(OC)c(OC)c(OC)c1 (centres undefined)	13	-7	-1	3	6	30	12	-22
CCCC(=O)Oc1ccccc1C1SCc2cc(C)c(C)cc2CS1	3	4	-3	11	-2	22	6	5
O=C(CC1C(=O)NCCN1Cc1ccccc1)NCCCOc1cccnc1 (centres undefined)	8	-1	2	14	-3	18	9	-7
Cc1cc(C(=O)Nc2ccc(Cl)cc2)n(-c2ccccc2)n1	-11	2	-9	2	5	-15	-18	11
CCCC(=O)c1c[nH]c(C(=O)N2CCOCC2)c1	-2	6	0	5	2	17	7	-6
C1=C(c2ccccc2)CCN(c2nc3ccccc3n3cnnc23)C1	-5	-11	3	-4	2	-13	8	11
O=c1ccc(-c2ccc(S(=O)(=O)Nc3ccccc3Cl)o2)n[nH]1	-3	-12	1	3	-4	7	11	7
COC(=O)c1cc(-c2ccc(S(=O)(=O)N3CCCCC3)cc2)c(C(F)(F)F)s1	-11	-2	-14	6	6	-2	6	12
CC(C)C(=O)Nc1ccc(S(=O)(=O)Nc2ccccn2)cc1	-2	5	8	3	-6	7	2	-9
COc1ccc(NC(=O)c2cccc(C#N)c2)cc1NS(=O)(=O)c1ccc(F)cc1	-13	-4	-6	-13	-6	2	-3	4
O=S(=O)(c1ccc(Cl)nc1)N1CCN(Cc2ccc3c(c2)OCO3)CC1	3	-9	-4	8	-5	14	-18	10
CC(C)CCn1c(Oc2ccccc2Cl)nc2c1c(=O)n(C)c(=O)n2C	1	2	4	-1	-1	-51	-18	14
Fc1ccccc1OCCCn1ccnc1	9	0	2	-7	-1	12	-8	-4
C=CCNC(=S)N1CCN(Cc2ccc3c(c2)OCO3)CC1	-9	0	-12	10	-3	7	2	7
COc1cccc(CN2CCN(Cc3cccc4nonc34)CC2CCO)c1 (centres undefined)	11	3	-5	17	-4	-5	4	14
O=C(NC1CCCc2ccccc21)C1CCN(S(=O)(=O)c2cccc3nsnc23)CC1 (centres undefined)	-10	-12	-6	2	-3	-22	-10	17
NC(=O)C1=C[C@@H](c2ccc(C(F)(F)F)cc2)C[C@@H](OCCCCO)O1	-14	3	5	-1	2	-7	8	7
COCCN1Cc2cccc(C(=O)Nc3ccc(S(=O)(=O)N4CCOCC4)cc3)c2C1=O	-1	12	4	0	4	18	10	-8
O=C(NC1CCS(=O)(=O)C1)c1ccc2c(c1)OCO2 (centres undefined)	-5	6	7	-8	-2	-5	19	4
OCCC1CN(Cc2cn[nH]c2C2CCCCC2)CCN1Cc1ccccc1 (centres undefined)	2	2	7	19	-2	24	15	-9
COc1ccc(CNc2nc(NC(C)=O)nn2-c2ccccc2)cc1	-3	7	5	-3	-2	7	8	-9
COc1ccc(Cc2nnc(CCc3ccccc3)s2)cc1	-4	12	-6	-1	7	12	-2	6
Cc1cnc(CNC(=O)CC2C(=O)NCCN2Cc2ccccc2C(F)(F)F)cn1 (centres undefined)	5	-1	-1	-10	-5	-16	-4	6
O=C(Cc1ccccc1)NNC(=O)c1ccc(Br)o1	5	0	-3	8	-2	17	1	7
CC(=NNS(=O)(=O)c1cccc([N+](=O)[O-])c1)c1ccc(-n2ccnc2)cc1	-1	-7	-7	-2	-2	18	-60	1
CCCCCCC[C@@H](C/C=C/CCC(=O)O)OC	-2	5	8	2	0	6	7	-8
O=C(N/N=C/c1cc2c(cc1Br)OCO2)C1COc2ccccc2O1 (centres undefined)	-4	-1	-8	-7	0	6	-32	13
C=CCNC(=O)c1ccccc1NC(=O)c1ccccc1	2	-5	6	-2	17	12	11	-2
